Screening results (PubChem)
rat GALR2 agon – activates the rat galanin receptor 2 | O08726 | cell-based GALR2 agonist screen | activation, % at 10 µM | hit rate 0.5% among 16,000 | AID 833; in the data active = activation above about 15%
NOTCH ag – agonists of NOTCH signaling | NOTCH signaling luciferase reporter cells, luminescence | hit rate 0.4% among 15,000 | AID 434982 | activation, % at 2.5 µM; in the data active = activation above about 2.2%
S1P1 ag – S1P1 (human) receptor agonism; P21453; S1P1 agonist cell-based reporter assay; activation, % at 4.5 µM; hit rate 1.5% among 16,000; AID 1044; in the data active = activation above about 80%
Target sequence (P21453 whole entry, looked up): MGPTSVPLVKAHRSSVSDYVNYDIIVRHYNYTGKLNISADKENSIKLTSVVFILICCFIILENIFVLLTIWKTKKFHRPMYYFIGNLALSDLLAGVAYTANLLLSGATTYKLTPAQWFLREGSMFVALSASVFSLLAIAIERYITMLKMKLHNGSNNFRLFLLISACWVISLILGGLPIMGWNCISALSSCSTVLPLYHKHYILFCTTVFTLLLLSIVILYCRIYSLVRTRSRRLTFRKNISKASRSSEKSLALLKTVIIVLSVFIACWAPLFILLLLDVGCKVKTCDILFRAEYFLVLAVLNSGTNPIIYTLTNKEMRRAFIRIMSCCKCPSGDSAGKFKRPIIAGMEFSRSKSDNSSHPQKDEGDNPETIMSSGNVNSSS
OPRK1 antag MB – antagonists of human kappa opioid receptor OPRK1, Maybridge library; P41145; OPRK1 cells, antagonist mode, fluorescence readout; inhibition, % at 9 µM; hit rate 0.4% among 16,000; in the data active = inhibition above about 50%
TLR4-MyD88 inh – inhibitors of human TLR4-MyD88 binding; Cell-based TLR4-MyD88 binding inhibition assay; inhibition, % at 10 µM; hit rate 0.06% among 16,000; AID 811; in the data active = inhibition above about 45%
luminol inh ctr – quenches luminol chemiluminescence in Nox1 counter-screen. inhibition, % at 6.7 µM. AID 1823. hit rate 0.4% among 16,000. HRP/luminol/H2O2 chemiluminescence counterscreen; note: reference of the scale not given here
PME-1 Maybridge – Maybridge compound blocking human PME-1; recombinant PME-1, FP-Rh probe fluorescence polarization; inhibition, % at 9 µM; hit rate 0.5% among 16,000; AID 2291; in the data active = inhibition above about 30%
Target sequence (Q9Y570 whole entry, looked up): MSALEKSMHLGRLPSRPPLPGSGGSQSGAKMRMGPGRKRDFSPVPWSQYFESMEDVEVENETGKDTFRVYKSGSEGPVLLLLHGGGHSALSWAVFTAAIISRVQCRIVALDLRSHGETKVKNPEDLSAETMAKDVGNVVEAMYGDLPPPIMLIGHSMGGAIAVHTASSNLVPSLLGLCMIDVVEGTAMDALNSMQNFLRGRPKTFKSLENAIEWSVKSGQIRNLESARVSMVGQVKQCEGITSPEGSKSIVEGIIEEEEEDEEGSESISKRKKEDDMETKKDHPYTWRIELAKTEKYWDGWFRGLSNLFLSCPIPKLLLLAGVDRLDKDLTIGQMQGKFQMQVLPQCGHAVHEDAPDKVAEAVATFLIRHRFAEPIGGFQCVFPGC
Nox1 inh – blocks human NADPH oxidase 1 activity. inhibition, % at 6.7 µM. HT29 cells, luminol chemiluminescence ROS. hit rate 0.81% among 16,000. Q9Y5S8
The depositor's hits bear a star. Cut-off read from the data, not from the text of the source, unless noted: active = inhibition above about 75%; inactive = the rest.

For O/N=C/c1ccc(C#Cc2ccccc2)cc1 the results were rat GALR2 agon -6.6, S1P1 ag 37.9, OPRK1 antag MB 18.2, TLR4-MyD88 inh -4.4, luminol inh ctr -7.4, PME-1 Maybridge 1.1 and Nox1 inh -26.6.
`FC(F)(F)c1cccc(OCc2noc(-c3ccsc3)n2)c1` gave rat GALR2 agon -7.4, NOTCH ag 0.0, S1P1 ag 14.1, OPRK1 antag MB 24.6, TLR4-MyD88 inh 0.1, luminol inh ctr -3.7, PME-1 Maybridge -2.2 and Nox1 inh 11.6.
O=S(=O)(O)Oc1c[nH]c2ccccc12 was read as rat GALR2 agon -7.3, NOTCH ag -0.2, S1P1 ag -5.9, OPRK1 antag MB 18.4, TLR4-MyD88 inh -5.0, luminol inh ctr 4.6, PME-1 Maybridge 5.0 and Nox1 inh -35.7.
COC(=O)c1cnc(SCC(=O)Nc2cccc(Cl)c2)n1C was read as rat GALR2 agon -6.5, S1P1 ag -10.6, OPRK1 antag MB -18.3, TLR4-MyD88 inh 4.9, luminol inh ctr -1.1, PME-1 Maybridge 0.2 and Nox1 inh -42.9.
For O=C(Nc1ccc(Sc2cccs2)cc1)c1ccc(Cl)cc1 the results were rat GALR2 agon -0.8, NOTCH ag 0.0, S1P1 ag -11.5, OPRK1 antag MB 21.6, TLR4-MyD88 inh -3.0, luminol inh ctr 2.1, PME-1 Maybridge -3.4 and Nox1 inh 0.0.
`O=c1c(C2SCCS2)coc2ccccc12` gave rat GALR2 agon -6.0, NOTCH ag 0.1, S1P1 ag -4.4, OPRK1 antag MB 20.5, TLR4-MyD88 inh -8.7, luminol inh ctr -3.3, PME-1 Maybridge 0.3 and Nox1 inh -0.9.
Screening N#Cc1cc(-c2ccccc2)nc2ccc(Br)cc12 returned rat GALR2 agon -3.1, NOTCH ag -0.7, S1P1 ag 9.9, OPRK1 antag MB 8.1, TLR4-MyD88 inh -2.9, luminol inh ctr -0.3, PME-1 Maybridge 1.8 and Nox1 inh -69.8.
Screening COc1ccc(Nc2sc(C(C)=O)cc2[N+](=O)[O-])cc1 returned rat GALR2 agon 2.6, NOTCH ag 0.3, S1P1 ag 5.7, OPRK1 antag MB -5.9, TLR4-MyD88 inh 4.0, luminol inh ctr 1.4, PME-1 Maybridge 5.7 and Nox1 inh -22.5.
O=S(=O)(Nc1ccc(Cl)cc1)c1cccc2nonc12 was read as rat GALR2 agon -5.1, NOTCH ag -0.2, S1P1 ag 0.9, OPRK1 antag MB 0.4, TLR4-MyD88 inh 5.0, luminol inh ctr -4.2, PME-1 Maybridge 9.7 and Nox1 inh 20.6.
Screening C/C(=N\N=C(/N)SCc1cc(F)cc2c1OCOC2)c1ccc(C)nc1 returned rat GALR2 agon -5.6, NOTCH ag -0.9, S1P1 ag 90.0*, OPRK1 antag MB -5.0, TLR4-MyD88 inh -4.1, luminol inh ctr 2.4, PME-1 Maybridge -0.3 and Nox1 inh -11.6.
`Fc1ccc(CSc2nnc(-c3ccncc3)s2)cc1` gave rat GALR2 agon -2.5, NOTCH ag -0.1, S1P1 ag 101.0*, OPRK1 antag MB 12.2, TLR4-MyD88 inh 10.9, luminol inh ctr -6.1, PME-1 Maybridge 12.8 and Nox1 inh 13.2.
Screening O=C(NC(=O)c1c(Cl)cccc1Cl)Oc1c(F)cccc1F returned rat GALR2 agon -1.4, NOTCH ag -0.4, S1P1 ag 2.9, OPRK1 antag MB 27.3, TLR4-MyD88 inh -9.4, luminol inh ctr -9.4, PME-1 Maybridge 3.0 and Nox1 inh 13.0.
Screening COc1ccc(C2C(C#N)=C(N)OC(C3CC3)=C2C#N)cc1 (stereo not drawn) returned rat GALR2 agon -0.9, NOTCH ag -0.1, S1P1 ag 1.4, OPRK1 antag MB -1.3, TLR4-MyD88 inh 1.9, luminol inh ctr 6.0, PME-1 Maybridge 0.5 and Nox1 inh -16.9.
Screening COc1ccc2[nH]c(C)cc2c1 returned rat GALR2 agon -6.3, NOTCH ag -0.1, S1P1 ag -9.7, OPRK1 antag MB 7.2, TLR4-MyD88 inh 5.2, luminol inh ctr -2.1, PME-1 Maybridge 3.1 and Nox1 inh 4.7.
Cc1cc(Cl)cc2c1C(=O)/C(=C\c1cc(Br)cs1)S2 was read as rat GALR2 agon -2.9, NOTCH ag -0.1, S1P1 ag -4.2, OPRK1 antag MB 9.5, TLR4-MyD88 inh -11.2, luminol inh ctr -6.5, PME-1 Maybridge 2.1 and Nox1 inh 17.7.
`COC(=O)c1cnc(N2CCN(c3ncc(C(=O)OC)c(C(F)(F)F)n3)CC2)nc1C(F)(F)F` gave rat GALR2 agon -3.1, NOTCH ag -0.5, S1P1 ag -2.1, OPRK1 antag MB -4.0, TLR4-MyD88 inh -3.6, luminol inh ctr -6.2, PME-1 Maybridge 1.4 and Nox1 inh -17.5.
`CCOC(=O)c1csc(Cc2ccc(-c3csnn3)cc2)n1` gave rat GALR2 agon -9.2, S1P1 ag -2.4, OPRK1 antag MB -20.6, TLR4-MyD88 inh 5.6, luminol inh ctr 3.2, PME-1 Maybridge 2.7 and Nox1 inh -52.5.
Screening c1ccc(C23OC4C5C6CC(C7C6C4C72)C53)cc1 (stereo not drawn) returned rat GALR2 agon -5.5, NOTCH ag -1.1, S1P1 ag -19.6, OPRK1 antag MB -2.6, TLR4-MyD88 inh -5.3, luminol inh ctr 1.7, PME-1 Maybridge 1.3 and Nox1 inh -57.7.
Screening O=C(NCCc1cccs1)c1ccc(Cl)cc1 returned rat GALR2 agon -2.5, NOTCH ag -0.2, S1P1 ag 2.9, OPRK1 antag MB 2.9, TLR4-MyD88 inh -0.2, luminol inh ctr 3.0, PME-1 Maybridge -5.7 and Nox1 inh -92.4.
`OCCNc1ccc(NCCO)nn1` gave rat GALR2 agon -1.8, NOTCH ag -0.2, S1P1 ag -11.6, OPRK1 antag MB 25.3, TLR4-MyD88 inh -2.0, luminol inh ctr -6.3, PME-1 Maybridge 8.2 and Nox1 inh 22.7.
Screening COc1ccc(SCCC(=O)NCc2ccncc2)cc1 returned rat GALR2 agon -7.1, NOTCH ag -0.8, S1P1 ag 12.5, OPRK1 antag MB -15.9, TLR4-MyD88 inh -2.1, luminol inh ctr 2.2, PME-1 Maybridge -1.9 and Nox1 inh -25.6.
Cn1cc(S(=O)(=O)Nc2ccccc2N2CCOCC2)c(C(F)(F)F)n1 was read as rat GALR2 agon -7.0, NOTCH ag 0.5, S1P1 ag -1.9, OPRK1 antag MB -2.5, TLR4-MyD88 inh 5.6, luminol inh ctr 24.8, PME-1 Maybridge 1.8 and Nox1 inh 6.1.
Screening O=[N+]([O-])c1cc(Br)cnc1Sc1n[nH]c(-c2ccccc2)n1 returned rat GALR2 agon -2.3, NOTCH ag -0.2, S1P1 ag 6.7, OPRK1 antag MB 21.9, TLR4-MyD88 inh -5.8, luminol inh ctr 99.5*, PME-1 Maybridge 3.9 and Nox1 inh 35.4.
Screening Cc1nc(-c2cc(C#N)c(Sc3ccccc3)nc2C)cs1 returned rat GALR2 agon -6.1, NOTCH ag -0.2, S1P1 ag 23.9, OPRK1 antag MB -0.2, TLR4-MyD88 inh -3.8, luminol inh ctr -1.2, PME-1 Maybridge 2.8 and Nox1 inh 2.3.
COC(=O)c1cccc(NC(=O)NC(=O)c2ccco2)c1 was read as rat GALR2 agon -6.7, NOTCH ag -0.5, S1P1 ag 5.9, OPRK1 antag MB 31.0, TLR4-MyD88 inh -2.3, luminol inh ctr 0.2, PME-1 Maybridge -2.4 and Nox1 inh -7.7.
Screening O=C(/C=C/C=C/c1ccc2c(c1)OCO2)N1CCCCC1 returned rat GALR2 agon -6.8, NOTCH ag -0.2, S1P1 ag 37.4, OPRK1 antag MB -19.9, TLR4-MyD88 inh -1.9, luminol inh ctr 1.2, PME-1 Maybridge 2.1 and Nox1 inh -41.5.
`CN(NC(=O)NC(=O)c1c(Cl)cccc1Cl)c1cccc(F)c1C#N` gave rat GALR2 agon -4.2, NOTCH ag 0.9, S1P1 ag 0.5, OPRK1 antag MB -9.7, TLR4-MyD88 inh 2.6, luminol inh ctr -9.9, PME-1 Maybridge 2.5 and Nox1 inh -26.1.
`CCCCCc1ccc(C(=O)CCC(=O)O)cc1` gave rat GALR2 agon -1.2, NOTCH ag 0.3, S1P1 ag -13.0, OPRK1 antag MB -2.1, TLR4-MyD88 inh -4.0, luminol inh ctr -1.3, PME-1 Maybridge -1.8 and Nox1 inh 10.5.
CCCN(CCC)S(=O)(=O)c1ccc(C(=O)Nc2ccc3c(c2)COCO3)cc1 was read as rat GALR2 agon -9.2, NOTCH ag 0.2, S1P1 ag 15.0, OPRK1 antag MB -1.7, TLR4-MyD88 inh -6.0, luminol inh ctr -5.2, PME-1 Maybridge 1.3 and Nox1 inh 5.3.
CCOC(=O)/C(N=Nc1ccccc1Cl)=C(/O)CSc1nc(C)cc(C)c1C#N was read as rat GALR2 agon -5.5, NOTCH ag -1.2, S1P1 ag -8.4, OPRK1 antag MB -26.2, TLR4-MyD88 inh 5.2, luminol inh ctr 5.5, PME-1 Maybridge -2.7 and Nox1 inh -41.4.
For Clc1ccc(CO/N=C/c2nc3ccccc3s2)cc1 the results were rat GALR2 agon -5.7, NOTCH ag -0.3, S1P1 ag 87.0*, OPRK1 antag MB 16.1, TLR4-MyD88 inh 7.1, luminol inh ctr -1.8, PME-1 Maybridge -0.5 and Nox1 inh -46.7.
`Cc1noc(C)c1C(=O)N1CCN(C(=O)c2ccco2)CC1` gave rat GALR2 agon -6.3, NOTCH ag 0.4, S1P1 ag -5.2, OPRK1 antag MB 15.2, TLR4-MyD88 inh 6.3, luminol inh ctr 0.3, PME-1 Maybridge -0.8 and Nox1 inh -34.9.
`O=c1onc(-c2ccccc2C(F)(F)F)n1-c1cccnc1` gave rat GALR2 agon -4.8, NOTCH ag 0.0, S1P1 ag -5.7, OPRK1 antag MB -3.2, TLR4-MyD88 inh 2.1, luminol inh ctr -2.7, PME-1 Maybridge 0.9 and Nox1 inh 17.4.
COCCCNc1ccc([N+](=O)[O-])c(NCCCOC)c1C#N was read as rat GALR2 agon -6.1, NOTCH ag -0.4, S1P1 ag -5.6, OPRK1 antag MB -27.4, TLR4-MyD88 inh -6.0, luminol inh ctr 10.0, PME-1 Maybridge 0.9 and Nox1 inh -65.3.
Cc1cc(C2=Nc3ccccc3SC2)ccc1Cl was read as rat GALR2 agon -9.1, NOTCH ag -0.2, S1P1 ag -19.1, OPRK1 antag MB -14.4, TLR4-MyD88 inh -1.5, luminol inh ctr 0.8, PME-1 Maybridge 0.5 and Nox1 inh -35.1.

Of the compounds above, 3 contain an NH in an aromatic ring:
O=S(=O)(O)Oc1c[nH]c2ccccc12 was read as rat GALR2 agon -7.3, NOTCH ag -0.2, S1P1 ag -5.9, OPRK1 antag MB 18.4, TLR4-MyD88 inh -5.0, luminol inh ctr 4.6, PME-1 Maybridge 5.0 and Nox1 inh -35.7.
Screening COc1ccc2[nH]c(C)cc2c1 returned rat GALR2 agon -6.3, NOTCH ag -0.1, S1P1 ag -9.7, OPRK1 antag MB 7.2, TLR4-MyD88 inh 5.2, luminol inh ctr -2.1, PME-1 Maybridge 3.1 and Nox1 inh 4.7.
Screening O=[N+]([O-])c1cc(Br)cnc1Sc1n[nH]c(-c2ccccc2)n1 returned rat GALR2 agon -2.3, NOTCH ag -0.2, S1P1 ag 6.7, OPRK1 antag MB 21.9, TLR4-MyD88 inh -5.8, luminol inh ctr 99.5*, PME-1 Maybridge 3.9 and Nox1 inh 35.4.

4 structures from above, sorted by SMILES length, ascending.
Screening COc1ccc(SCCC(=O)NCc2ccncc2)cc1 returned rat GALR2 agon -7.1, NOTCH ag -0.8, S1P1 ag 12.5, OPRK1 antag MB -15.9, TLR4-MyD88 inh -2.1, luminol inh ctr 2.2, PME-1 Maybridge -1.9 and Nox1 inh -25.6.
Screening Cc1nc(-c2cc(C#N)c(Sc3ccccc3)nc2C)cs1 returned rat GALR2 agon -6.1, NOTCH ag -0.2, S1P1 ag 23.9, OPRK1 antag MB -0.2, TLR4-MyD88 inh -3.8, luminol inh ctr -1.2, PME-1 Maybridge 2.8 and Nox1 inh 2.3.
`FC(F)(F)c1cccc(OCc2noc(-c3ccsc3)n2)c1` gave rat GALR2 agon -7.4, NOTCH ag 0.0, S1P1 ag 14.1, OPRK1 antag MB 24.6, TLR4-MyD88 inh 0.1, luminol inh ctr -3.7, PME-1 Maybridge -2.2 and Nox1 inh 11.6.
Cn1cc(S(=O)(=O)Nc2ccccc2N2CCOCC2)c(C(F)(F)F)n1 was read as rat GALR2 agon -7.0, NOTCH ag 0.5, S1P1 ag -1.9, OPRK1 antag MB -2.5, TLR4-MyD88 inh 5.6, luminol inh ctr 24.8, PME-1 Maybridge 1.8 and Nox1 inh 6.1.
